Screening data (PubChem BioAssay)
Rv3671c protease = inhibits the M. tuberculosis serine protease Rv3671c; P9WHR9; 0.048% of 320,000 active; inhibition, % at 5.96 µM; in the data active = inhibition above about 38%;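 also: extracellular domain of Rv3671c used as enzyme; 0% = enzyme with DMSO and 100% = no enzyme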
3CLpro inhibitor = SARS-CoV 3CLpro protease inhibition. P0C6X7. recombinant SARS-CoV 3CLpro, quenched FRET peptide cleavage. inhibition, % at 6 µM. 0.14% of 290,000 active. AID 1706; in the data active = inhibition above about 12%
BH1578 lux ind = quorum light induction in luxS cqsA deficient V. cholerae; V. cholerae BH1578 lux reporter, luminescence, 6 h; activation, % at 18.7 µM; 0.16% of 350,000 active; in the data active = activation mostly above about 9.7%, no sharp cut-off; also: not every result past the cut was called active; inactives centre near 0; reference of the scale not given here
MazF activator = MazEF (E. coli) toxin RNase activation | FAM/BHQ RNA-DNA oligo cleavage fluorescence, 5 h | activation, % at 20 µM | 0.32% of 350,000 active; in the data active = activation above about 50%
Target sequence (P0AE70 whole entry, looked up): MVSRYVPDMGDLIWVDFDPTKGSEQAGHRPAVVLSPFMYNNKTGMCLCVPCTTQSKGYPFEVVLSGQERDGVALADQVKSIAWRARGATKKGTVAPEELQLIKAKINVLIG
UGM FP inh = Mtb UDP-galactopyranose mutase inhibition. inhibition, % at 10 µM. purified UGM, fluorescence polarization probe displacement. 0.06% of 320,000 active. P9WIQ1; in the data active = inhibition above about 10%, passing the limit was not always enough
Target sequence (P9WIQ1 whole entry, looked up): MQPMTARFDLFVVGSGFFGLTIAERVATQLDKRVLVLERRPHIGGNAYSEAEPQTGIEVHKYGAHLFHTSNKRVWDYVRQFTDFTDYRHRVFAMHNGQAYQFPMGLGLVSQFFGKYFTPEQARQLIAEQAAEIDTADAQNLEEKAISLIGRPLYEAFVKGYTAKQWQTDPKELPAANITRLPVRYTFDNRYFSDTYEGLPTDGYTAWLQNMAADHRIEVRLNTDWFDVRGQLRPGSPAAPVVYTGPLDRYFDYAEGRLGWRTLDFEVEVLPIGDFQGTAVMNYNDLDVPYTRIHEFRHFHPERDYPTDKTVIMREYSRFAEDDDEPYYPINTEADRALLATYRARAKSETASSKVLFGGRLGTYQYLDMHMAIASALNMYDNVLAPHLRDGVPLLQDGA
FBA Mtb inh = inhibits M. tuberculosis FBA enzyme. inhibition, % at 1 µM. purified M. tuberculosis FBA, fluorescence read-out. 2.3% of 360,000 active; in the data active = inhibition above about 27%;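 also: 0% = vehicle and 100% = reference inhibitor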
Target sequence (P9WQA3 whole entry, looked up): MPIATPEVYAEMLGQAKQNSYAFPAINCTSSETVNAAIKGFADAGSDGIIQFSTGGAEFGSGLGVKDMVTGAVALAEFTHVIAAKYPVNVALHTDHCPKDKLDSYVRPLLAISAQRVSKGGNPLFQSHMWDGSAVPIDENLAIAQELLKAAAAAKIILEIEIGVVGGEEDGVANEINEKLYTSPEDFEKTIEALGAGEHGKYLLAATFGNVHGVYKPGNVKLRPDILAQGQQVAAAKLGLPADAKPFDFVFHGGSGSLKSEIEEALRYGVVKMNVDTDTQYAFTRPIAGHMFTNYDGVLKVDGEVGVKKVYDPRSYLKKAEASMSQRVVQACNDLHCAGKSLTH
BioA inh = blocks M. tuberculosis BioA enzyme activity | purified M. tuberculosis BioA enzyme, plate reader | 0.096% of 360,000 active | inhibition, % at 9.99 µM; in the data active = inhibition above about 40%
VHR inh abs = inhibitors of human VHR1 phosphatase (DUSP3) | recombinant VHR phosphatase, pNPP absorbance | inhibition, % at 13.3 µM | 0.52% of 290,000 active | AID 1654; in the data active = inhibition above about 50%; also: some compounds called inactive have numbers as strong as hits
Target sequence (P51452 whole entry, looked up): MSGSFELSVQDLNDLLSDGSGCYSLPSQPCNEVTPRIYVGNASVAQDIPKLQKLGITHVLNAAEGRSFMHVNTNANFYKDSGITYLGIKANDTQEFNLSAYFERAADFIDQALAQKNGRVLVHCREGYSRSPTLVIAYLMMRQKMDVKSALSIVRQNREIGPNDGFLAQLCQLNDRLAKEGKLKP
SSB-PriA inh = inhibitors of Klebsiella pneumoniae PriA binding to SSB C-terminal tail. 0.6% of 430,000 active. AlphaScreen SSBct-PriA binding, biotinylated peptide. inhibition, % at 33 µM; in the data active = inhibition mostly above about 37%, no sharp cut-off; inactive = mostly below about 20%;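 also: plate controls were negative control peptide for no effect and reference peptide for full effect; strong numbers were not always called active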
GDH-TPI inh = GDH-TPI coupled enzyme inhibition counter-screen; GDH-TPI coupled enzyme counterscreen, NADH absorbance; inhibition, % at 4.8 µM; 1.2% of 360,000 active; AID 588335; in the data active = inhibition above about 30%;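 also: 0% = DMSO wells and 100% = wells lacking the enzyme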
* hit, by the source's call; & = joins results of further samples.

Screening O=C(COc1nncc2ccccc12)Nc1c(F)c(F)c(F)c(F)c1F returned Rv3671c protease -3.2, 3CLpro inhibitor 1.0, BH1578 lux ind -0.7, MazF activator 3.8, UGM FP inh -2.9, FBA Mtb inh -0.2, VHR inh abs 37.9, SSB-PriA inh -2.7 and GDH-TPI inh 0.0.
For NC(=O)CSc1nnc(SCc2ccc(F)cc2)s1 the results were Rv3671c protease 1.2, 3CLpro inhibitor -1.3, BH1578 lux ind inactive, MazF activator 0.6, UGM FP inh 0.3, FBA Mtb inh -1.2, BioA inh 1.3, VHR inh abs 16.9, SSB-PriA inh -4.9 and GDH-TPI inh -2.5.
`CN(CCOc1ccc(Cl)cc1)C(=O)C1CCN(C(=O)c2ccc(Cl)cc2)CC1` gave Rv3671c protease 1.9, 3CLpro inhibitor 1.5, BH1578 lux ind -0.4, MazF activator -4.0, UGM FP inh 1.8, FBA Mtb inh -1.5, BioA inh 3.2, VHR inh abs 12.5, SSB-PriA inh 4.5 and GDH-TPI inh 3.5.
Screening CCOC(=O)c1sc(C)c2c(=O)n(CCCN3CCOCC3)cnc12 returned Rv3671c protease -10.0, 3CLpro inhibitor 2.8, MazF activator 10.0, UGM FP inh -0.5, FBA Mtb inh 6.0, BioA inh -0.4, VHR inh abs -0.2, SSB-PriA inh -5.4 and GDH-TPI inh 10.6.
`COc1ccc(S(=O)(=O)N(C)C[C@H]2Oc3ccc(NS(=O)(=O)c4cccs4)cc3CC(=O)N([C@H](C)CO)C[C@H]2C)cc1` gave Rv3671c protease -8.1, BH1578 lux ind -2.1, MazF activator 1.7, UGM FP inh -1.4, FBA Mtb inh 3.3, BioA inh -3.2&-3.5, SSB-PriA inh 1.3 and GDH-TPI inh 11.4.
CCN(CC(=O)NCc1ccc(Cl)cc1)C(=O)CN1C(=O)NC(C)(c2ccccc2)C1=O (centres undefined) was read as Rv3671c protease -1.0, 3CLpro inhibitor 0.3, BH1578 lux ind -4.2, MazF activator -2.2, UGM FP inh 0.3, FBA Mtb inh 0.4, BioA inh -0.1, VHR inh abs 19.2, SSB-PriA inh -11.2 and GDH-TPI inh -6.7.
O=S(=O)(NCC1CCCO1)c1ccc(S(=O)(=O)N(Cc2ccccc2F)C2CCCCC2)cc1 (centres undefined) was read as Rv3671c protease -3.8, 3CLpro inhibitor 0.7, BH1578 lux ind inactive, MazF activator -4.9, UGM FP inh -1.0, FBA Mtb inh -5.5, BioA inh 0.7, SSB-PriA inh 4.0 and GDH-TPI inh -6.6.
For Cc1cc(NC(=O)COC(=O)c2oc3c(ccc4ccccc43)c2C)no1 the results were Rv3671c protease 3.8, 3CLpro inhibitor 3.8, BH1578 lux ind -0.3, MazF activator -19.9, UGM FP inh -0.6, FBA Mtb inh 4.8, BioA inh -2.9, VHR inh abs 5.1, SSB-PriA inh -11.3 and GDH-TPI inh 18.0.
CCN(CC)S(=O)(=O)c1ccc2c(c1)nc(CCC(=O)O)n2C was read as Rv3671c protease -7.8, 3CLpro inhibitor 0.8, BH1578 lux ind -0.4, MazF activator 4.5, UGM FP inh -3.2, FBA Mtb inh -0.5, BioA inh -1.4, VHR inh abs 39.7, SSB-PriA inh -3.3 and GDH-TPI inh -8.9.
`CCCNC(=O)c1onc(CSc2ccc(Cl)cc2)c1C(=O)NC(C)C` gave Rv3671c protease 0.2, BH1578 lux ind -0.9, MazF activator 4.8, UGM FP inh -1.1, FBA Mtb inh -0.1, BioA inh 0.8, SSB-PriA inh -30.1 and GDH-TPI inh -3.6.
For CC(=O)N1CCN(CC(=O)Nc2ccc3c(c2)CCC3)CC1 the results were Rv3671c protease -11.1, 3CLpro inhibitor 2.4, BH1578 lux ind inactive, MazF activator 2.6, UGM FP inh 3.9, FBA Mtb inh -3.1, VHR inh abs 4.4, SSB-PriA inh -12.7 and GDH-TPI inh -6.4.
For COc1ccccc1N1CCN(C(=O)c2sc3nc4n(c(=O)c3c2C)CCC4)CC1 the results were Rv3671c protease -6.2, 3CLpro inhibitor 2.7, BH1578 lux ind inactive, MazF activator 5.2, UGM FP inh 1.0, FBA Mtb inh -1.5, BioA inh -0.2, VHR inh abs -14.4, SSB-PriA inh 3.4 and GDH-TPI inh 3.9.
Cc1nnc(SCC(=O)Nc2cc(C(C)(C)C)nn2-c2ccccc2)s1 was read as Rv3671c protease -4.0, 3CLpro inhibitor 2.9, BH1578 lux ind -0.1, MazF activator 3.3, UGM FP inh 2.4, FBA Mtb inh 0.2, BioA inh -0.4, VHR inh abs -0.8, SSB-PriA inh -21.4 and GDH-TPI inh 3.6.
Screening Cn1c(=O)c2c(nc(-c3ccccc3)n2C)n(Cc2ccccc2)c1=O returned Rv3671c protease 5.3, 3CLpro inhibitor -1.7, BH1578 lux ind inactive, MazF activator 9.2, UGM FP inh -1.1, FBA Mtb inh 6.8, BioA inh -1.9, VHR inh abs 4.4, SSB-PriA inh -9.2 and GDH-TPI inh -6.7.
For CC(C)(C)c1ccc(-c2noc(CCC(=O)Nc3cccnc3)n2)cc1 the results were Rv3671c protease -15.5, 3CLpro inhibitor 0.8, BH1578 lux ind inactive, MazF activator 11.6, UGM FP inh 0.7, FBA Mtb inh -7.0, BioA inh 0.3, VHR inh abs 22.4, SSB-PriA inh -5.2 and GDH-TPI inh -5.4.

Next section; the last 3 above are carried over.
Cc1nnc(SCC(=O)Nc2cc(C(C)(C)C)nn2-c2ccccc2)s1 was read as Rv3671c protease -4.0, 3CLpro inhibitor 2.9, BH1578 lux ind -0.1, MazF activator 3.3, UGM FP inh 2.4, FBA Mtb inh 0.2, BioA inh -0.4, VHR inh abs -0.8, SSB-PriA inh -21.4 and GDH-TPI inh 3.6.
Screening Cn1c(=O)c2c(nc(-c3ccccc3)n2C)n(Cc2ccccc2)c1=O returned Rv3671c protease 5.3, 3CLpro inhibitor -1.7, BH1578 lux ind inactive, MazF activator 9.2, UGM FP inh -1.1, FBA Mtb inh 6.8, BioA inh -1.9, VHR inh abs 4.4, SSB-PriA inh -9.2 and GDH-TPI inh -6.7.
For CC(C)(C)c1ccc(-c2noc(CCC(=O)Nc3cccnc3)n2)cc1 the results were Rv3671c protease -15.5, 3CLpro inhibitor 0.8, BH1578 lux ind inactive, MazF activator 11.6, UGM FP inh 0.7, FBA Mtb inh -7.0, BioA inh 0.3, VHR inh abs 22.4, SSB-PriA inh -5.2 and GDH-TPI inh -5.4.
`COc1ccc(NC(=O)CCNC(=O)Cn2ccc3ccccc3c2=O)c(OC)c1` gave Rv3671c protease 5.1, 3CLpro inhibitor 1.2, BH1578 lux ind -0.2, MazF activator 0.7, UGM FP inh -2.8, FBA Mtb inh 0.8, BioA inh 0.3, VHR inh abs 1.8, SSB-PriA inh 3.0 and GDH-TPI inh 3.7.
Screening CCn1c(CSc2nc(C)cc(C)n2)nnc1SCC(=O)N1CCCc2ccccc21 returned Rv3671c protease 5.2, 3CLpro inhibitor -2.7, BH1578 lux ind 1.6, MazF activator 1.0, UGM FP inh -0.5, FBA Mtb inh 6.3, BioA inh 2.7, VHR inh abs -5.6, SSB-PriA inh -8.2 and GDH-TPI inh 0.9.
COc1ccc(S(=O)(=O)NCC(c2cccs2)N2CCc3ccccc3C2)cc1 (centres undefined) was read as Rv3671c protease 1.8, BH1578 lux ind -0.9, MazF activator 1.0, UGM FP inh -0.1, FBA Mtb inh -2.0, BioA inh -0.4, SSB-PriA inh -6.6 and GDH-TPI inh -2.5.
For CCn1c(SCC(=O)c2ccc(OC)cc2)nnc1C1CC1 the results were Rv3671c protease 0.4, 3CLpro inhibitor 1.6, BH1578 lux ind inactive, MazF activator 2.1, UGM FP inh -2.4, FBA Mtb inh 0.2, BioA inh -4.3, VHR inh abs -1.0, SSB-PriA inh -3.3 and GDH-TPI inh 3.4.
For Nc1nnnn1CC(=O)N/N=C/C=C/c1ccccc1 the results were Rv3671c protease 8.2, 3CLpro inhibitor 0.4, BH1578 lux ind inactive, MazF activator 9.4, UGM FP inh 1.6, FBA Mtb inh -0.8, BioA inh -1.0, VHR inh abs 23.3, SSB-PriA inh inactive and GDH-TPI inh 11.8.
Cc1cc2ccccc2n1CCC(=O)O was read as Rv3671c protease -13.3, 3CLpro inhibitor -4.1, BH1578 lux ind 0.8, MazF activator 5.4, UGM FP inh 3.0, FBA Mtb inh 2.4, BioA inh -1.4, VHR inh abs 35.6, SSB-PriA inh -18.4 and GDH-TPI inh -5.5.
`COc1ccc([C@@H]2[C@@H]3C(=O)N(C(C)(C)C)C(=O)[C@@H]3[C@]3(C)C(=O)N(c4cccc(Br)c4)C(=O)N23)cc1` gave Rv3671c protease 6.0, 3CLpro inhibitor -1.4, BH1578 lux ind -9.5, MazF activator 4.8, UGM FP inh 2.0, FBA Mtb inh 1.2, BioA inh -0.3, VHR inh abs 5.0, SSB-PriA inh 2.1 and GDH-TPI inh 14.8.
For COc1ccc2nc(Cl)c(C3CC(c4ccco4)=NN3C(=O)CCC(=O)O)cc2c1 (centres undefined) the results were Rv3671c protease -5.3, 3CLpro inhibitor 3.5, BH1578 lux ind -0.2, MazF activator 0.5, UGM FP inh 2.1, FBA Mtb inh -2.2, VHR inh abs 1.3, SSB-PriA inh -1.2 and GDH-TPI inh 8.9.
`O=C(N/N=C/C=C\c1ccccc1[N+](=O)[O-])c1cccnc1` gave Rv3671c protease 0.9, 3CLpro inhibitor -3.1, BH1578 lux ind 0.0, MazF activator -3.6, UGM FP inh 0.4, FBA Mtb inh -4.5, BioA inh 15.8, VHR inh abs 28.8, SSB-PriA inh inactive and GDH-TPI inh 21.0.
`CCN(CC)C(=O)[C@H]1C[C@H](CC(=O)NC/C=C(\C)CCC=C(C)C)C(=O)N2CCc3c([nH]c4ccc(Cl)cc34)[C@]12C` gave BH1578 lux ind inactive, MazF activator 4.4, FBA Mtb inh 0.8, BioA inh -0.9, SSB-PriA inh 3.7 and GDH-TPI inh 3.1.
`N/C(=N\OC(=O)N1CCOCC1)c1ccc(Br)cc1` gave Rv3671c protease -0.2, 3CLpro inhibitor 2.1, BH1578 lux ind 0.8, MazF activator -5.6, UGM FP inh 0.5, FBA Mtb inh -5.1, VHR inh abs -10.4 and GDH-TPI inh 2.2.
For CCN(Cc1ccccc1)C(=O)c1cc(-c2ccc(OC)c(OC)c2)nc2ccccc12 the results were Rv3671c protease -22.2, 3CLpro inhibitor 3.5, BH1578 lux ind -1.0, MazF activator 6.1, UGM FP inh -0.5, FBA Mtb inh 14.3, BioA inh -1.8, VHR inh abs 38.8, SSB-PriA inh -28.6 and GDH-TPI inh 23.9.
COc1ccc(NC(=O)c2oc3ccccc3c2NC(=O)c2ccc3c(c2)OCO3)cc1 was read as Rv3671c protease -20.1, 3CLpro inhibitor -0.8, BH1578 lux ind 2.6, MazF activator -0.4, UGM FP inh -0.6, FBA Mtb inh 0.0, BioA inh -0.7, VHR inh abs -7.7, SSB-PriA inh -17.8 and GDH-TPI inh 1.3.
Screening CC(NC(=O)COC(=O)C1=COCCO1)C12CC3CC(CC(C3)C1)C2 (centres undefined) returned Rv3671c protease 2.7, 3CLpro inhibitor -1.4, BH1578 lux ind -0.4, MazF activator -17.2, UGM FP inh 0.3, FBA Mtb inh 2.8, VHR inh abs 20.4, SSB-PriA inh -18.3 and GDH-TPI inh -4.2.
COc1ccc(OCC(=O)N(Cc2ccco2)C2CCS(=O)(=O)C2)cc1 (centres undefined) was read as Rv3671c protease -6.1, 3CLpro inhibitor -2.3, BH1578 lux ind -0.4, MazF activator 2.5, UGM FP inh -1.8, FBA Mtb inh 0.9, BioA inh 0.4, VHR inh abs -11.3, SSB-PriA inh 1.8 and GDH-TPI inh 6.1.
`O=C(CNC(=O)C(c1ccccc1)c1ccccc1)N/N=C\c1ccc(C(=O)O)cc1` gave Rv3671c protease 2.5, 3CLpro inhibitor 0.9, BH1578 lux ind inactive, MazF activator 3.6, UGM FP inh -2.6, FBA Mtb inh -1.2, BioA inh -0.2, VHR inh abs 9.1 and GDH-TPI inh 6.0.

Not all compounds are listed, so the mix of outcomes need not match the whole.
